SW480 rereplic: inducers of DNA re-replication in SW480 colon cancer cells. SW480 DNA re-replication, Hoechst DNA content imaging, 48 h. Potency, µM (highest dose often 46.1 µM), for the others: top-dose re-replication activation, hits mostly activators. 340,000 tested, 1.8% active; further: potency means the concentration at half of the fitted maximal effect; % of control where 0% means no effect; nearly all actives have a fitted effect of over 55% in size
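SW480 cells exposed to compounds for 48 hr at 37 C, 5% CO2, then Hoechst-stained 40 min. Nuclear DNA content imaged by fluorescence scanning (405 nm excitation, 500-530 nm emission); re-replication scored as increased high-intensity nuclei.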
ATXN viability: viability counter-screen for ATXN expression inhibitors. Potency, µM (doses to about 56.7 µM), hits mostly cytotoxic. 400,000 tested, 0.49% active. AID 651635. S2 cells (HEK-293 line with an ATXN2-luciferase reporter) viability, CellTiter-Fluor protease fluorescence, 24 h; further: potency means the concentration at half of the fitted maximal effect; nearly all actives have a fitted effect of over 40% in size
IL1B secr inh: blocks inflammasome-driven IL-1 beta release | 360,000 tested, 4.7% active | activity change, % at 57.5 µM | THP-1 LPS/ATP IL-1B secretion, AlphaLISA, 16 h; active compounds read low; in the data active means activity change below about -50%; inconclusive means mostly about -30% to -49%; further: on the % scale 0 is the no-effect control and ±100 the full control effect
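THP-1 cells pretreated 1 hr with compounds (up to 57.5 uM final), then stimulated with LPS (250 ng/mL final) plus ATP (1.25 mM final); secreted IL-1B measured by AlphaLISA after 16 hr, decreased signal indicating inhibition.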
ATXN2 expr inh: reduces ATXN2 reporter expression in HEK-293 cells | HEK-293 ATXN2-luciferase reporter, luminescence, 24 h | 360,000 tested, 0.72% active | Potency, µM (titrated, usually from 57 µM), for the others: top-dose activity change, negative = inhibition, usual class: inhibitors; further: potency means the concentration at half of the fitted maximal effect; on the % scale 0 is the no-effect control and ±100 the full control effect; nearly all actives have a fitted effect of over 55% in size
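qHTS (up to 57 uM final) was run with 24 h compound exposure of reporter cells at 37 °C. Each well was multiplexed: SteadyGlo luminescence measured ATXN2-luciferase expression after a fluorogenic Gly-Phe-AFC viability readout (25 uM final).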
HT1080NT lethal: kills 2HG-producing HT-1080-NT fibrosarcoma cells; HT-1080-NT fibrosarcoma viability, CellTiter-Glo ATP luminescence, 48 h; Potency, µM (top dose mostly 46.1 µM), for inactives: at the highest dose activity, negative = less viability, most hits filed as cytotoxic; 360,000 tested, 1.6% active; AID 686970;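 further: NT is the 2HG producing partner of a matched IDH1 knockdown line; potency means the concentration at half of the fitted maximal effect; 0% = DMSO-treated cells and -100% = media-only wells without cells; nearly all actives have a fitted effect of over 55% in size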
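Read-out is CellTiter-Glo luminescence after 10 minutes at room temperature, following 48 hours' compound treatment of HT-1080-NT cells (750 cells/well, RPMI, 5% FBS, 37 degrees C).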
HepG2 tox: counter-screen for TGF-b inhibitors: cytotoxicity in HepG2 cells. HepG2 CAGA-GFP viability, ATP luminescence, 18 h. Potency, µM (doses to about 46.1 µM), without a hit: at the highest dose activity change, negative = cytotoxicity, usual class: cytotoxic. 410,000 tested, 0.76% active; further: potency means the concentration at half of the fitted maximal effect; some results filed as inactive show a strong effect at the top dose
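CellTiter-Glo luminescence gave cytotoxicity after 18 hours at 37 degrees C. The cells were HepG2 CAGA-GFP in 1% FBS DMEM, stimulated with 500 pg/mL TGF-beta after compound addition. %Activity was normalised to no-cell wells (complete cell-killing) and DMSO (no toxicity), and curves were fitted and classified.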
HT1080 IDH1KD tx: toxicity to HT-1080 IDH1 knockdown cells (counter line) | HT-1080 IDH1 knockdown viability, ATP luminescence, 48 h | Potency, µM (series often up to 46.1 µM), for inactives: at the top dose activity, negative = toxicity, actives largely listed as cytotoxic | 360,000 tested, 2% active | AID 686971;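 further: potency means the concentration at half of the fitted maximal effect; 0% = DMSO wells and -100% = cell-free medium wells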
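HT-1080-IDH1KD cells (IDH1 knocked down), 750/well in RPMI with 5% FBS, treated with compound 48 h at 37 degrees C. Viability by CellTiter-Glo luminescence, normalised to DMSO and no-cell wells; concentration-response curves classed.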
KB-3-1 tox: KB-3-1 parental cell cytotoxicity; KB-3-1 viability, CellTiter-Glo ATP luminescence, 72 h; Potency, µM (top dose mostly 46.1 µM), for the others: at the highest dose activity change, negative = cytotoxic, actives largely listed as cytotoxic; 400,000 tested, 1.4% active; further: potency means the concentration at half of the fitted maximal effect; on the % scale 0 is the no-effect control and ±100 the full control effect; nearly all actives have a fitted effect of over 60% in size
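Luminescent ATP read-out (CellTiter-Glo) measures survival of drug-naive KB-3-1 cells after 72 h compound exposure at 37 °C. Titration series was screened from lowest to highest concentration, with DMSO vehicle plates as background controls.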
MCF10A rereplic: inducers of DNA re-replication in MCF 10A breast cells; MCF 10A DNA re-replication, Hoechst nuclear intensity, 48 h; Potency, µM (series often up to 46.1 µM), without a hit: top-dose activity, positive = re-replication, actives largely listed as activators; 350,000 tested, 2.9% active; AID 624296; further: potency means the concentration at half of the fitted maximal effect; % of control where 0% means no effect; nearly all actives have a fitted effect of over 50% in size
Active calls of the source: *; i = inactive; u = inconclusive; x = not tested or not shown; [ ] = dose if it differs, or a comment. Unless noted, the call rests on the fitted dose curve; in most records, active means well fitted curve in the direction sought with a large enough effect; inconclusive means small, poorly fitted or top-dose-only effect, or another doubt; inactive means no such curve, though single readings can be large; an effect the other way counts as inactive or inconclusive.

SMILES	SW480 rereplic	ATXN viability	IL1B secr inh	ATXN2 expr inh	HT1080NT lethal	HepG2 tox	HT1080 IDH1KD tx	KB-3-1 tox	MCF10A rereplic
CC1CC(C)(C)N(C(=O)CN2CCN(C)CC2)c2ccccc21 (configuration not stated)	-11%	i	4	-36%	-4%	-19%	0%	u	19%
COc1ccc2nc(NC(=O)C3CCCO3)sc2c1 (configuration not stated)	-27%	i	-15	28%[11.3 µM]	18%	0%	5%	14%	0%
CCOC(=O)C1=CNS(=O)(=O)NC1c1cccc(O)c1 (configuration not stated)	-25%[9.22 µM]	i	11	8%	9%	0%	15%	6%	-13%
O=C(CCNS(=O)(=O)c1ccc2c(c1)CCCC(=O)N2)Nc1cccc(Cl)c1	x	i	x	-14%	x	-1%	x	9%	x
COC(=O)c1sc(N)c(C(=O)OC)c1COC(=O)CNS(=O)(=O)c1ccc(C)c(C)c1	9%	i	13	6%	-1%	5%	-12%	6%	2%
O=C(c1cc2ncc(Br)cn2n1)N1CCCCC1	u	i	0	20%	6%	15%	3%	0%	u
CCc1cccc(C)c1NC(=O)C(c1ccccc1)N1CCC1=O (configuration not stated)	-8%	i	-8	1%	-4%	-8%	-5%	-26%	0%
Cc1ccc(NC(=O)COC(=O)Cc2cccs2)cc1S(=O)(=O)N1CCOCC1	0%	i	10	-1%	6%	-16%	-3%	-6%	-1%
O=S(=O)(CCC1CCCCN1)c1ccccc1 (configuration not stated)	3%	u	14	-22%	6%	-6%	10%	8%	-3%
O=C(COc1ccc2c(c1)CCC2)NCc1cccc(Cl)c1	-5%	i	u	5%	9%	-5%	19%	9%	21%
COc1ccc(CNC(=O)CCS(=O)(=O)Cc2ccc(C)cc2)c(OC)c1	-3%	i	1	-6%	-13%	-1%	-7%	4%	-2%
COc1cc(/C=N/NC(=O)Cc2ccccc2)cc(OC)c1OC	-11%	i	11	x	8%	2%	-2%	3%	4%
O=C(NC(Cc1ccc2c(c1)OCO2)C(=O)NC(Cc1ccccc1)C(=O)O)c1ccccc1 (configuration not stated)	-22%	i	6	-2%	9%	7%	2%	6%	0%
COc1ccccc1NC(=O)CSc1nc2sc(C)c(C)c2c(=O)n1C	-2%	i	48	-7%	10%	-13%	-2%	-22%	11%
Fc1cc(Br)ccc1NC(=S)Nc1cccnc1	3%	i	-9	4%	-2%	1%	1%	-9%	-7%
COc1ccc(C(=O)C2CCN(C(=S)Nc3ccc(F)cc3)CC2)cc1	u	i	-63*	7%[11.3 µM]	1%	-15%	0%	-19%	10%
CCNC(=O)c1cc2c(c(-c3cccc(-c4cccnc4)c3)n1)[C@H](CCO)N(S(C)(=O)=O)C2	x	i	41	-7%	u	x	2.3µM*	2.9µM*	x
COCc1c(C(=O)N/N=C\c2cccnc2)nnn1-c1nonc1N	-29%	i	0	-3%	12%	-3%	6%	-3%	19%
O=C(CN1C(=O)NC2(CCc3ccccc32)C1=O)c1cccs1 (configuration not stated)	0%	i	0	10%	0%[9.24 µM]	11%	6%	4%	30%
CCOc1ccc(N2C(=O)CC(N(O)c3ccccc3)C2=O)cc1 (configuration not stated)	-1%	i	-29	33%[activator]	18%	-6%	19%	11%	14%
NC(=O)C1(C(=O)O)OC1(c1ccc(Cl)cc1)c1ccccc1Cl (configuration not stated)	2%	i	0	-7%	2%	-7%	12%	-2%	-2%
CCOC(=O)c1nc(C)n(-c2ccc([N+](=O)[O-])cc2)n1	5%	i	7	3%	11%	-29%	12%	0%	5%
COc1cccc(CN2C(=O)c3ccccc3Sc3ccc(C(=O)OCc4ccco4)cc32)c1	x	i	x	4%	x	0%	x	4%	x
Cc1ncc([N+](=O)[O-])n1CC(=O)N/N=C/c1ccc(F)cc1	-30%	i	0	-14%	-5%	0%	-2%	-7%	u
Cc1cccc(C)c1NC(=O)CSC(=S)N1CCCC1	-3%	i	16	-2%	-12%	1%	11%	0%	-1%

Quoted from the results shown for reference:
SMILES	SW480 rereplic	ATXN viability	IL1B secr inh	ATXN2 expr inh	HT1080NT lethal	HepG2 tox	HT1080 IDH1KD tx	KB-3-1 tox	MCF10A rereplic
CCOC(=O)C1=CNS(=O)(=O)NC1c1cccc(O)c1 (configuration not stated)	-25%[9.22 µM]	i	11	8%	9%	0%	15%	6%	-13%
O=C(CCNS(=O)(=O)c1ccc2c(c1)CCCC(=O)N2)Nc1cccc(Cl)c1	x	i	x	-14%	x	-1%	x	9%	x
COC(=O)c1sc(N)c(C(=O)OC)c1COC(=O)CNS(=O)(=O)c1ccc(C)c(C)c1	9%	i	13	6%	-1%	5%	-12%	6%	2%
O=C(c1cc2ncc(Br)cn2n1)N1CCCCC1	u	i	0	20%	6%	15%	3%	0%	u
CCc1cccc(C)c1NC(=O)C(c1ccccc1)N1CCC1=O (configuration not stated)	-8%	i	-8	1%	-4%	-8%	-5%	-26%	0%
Cc1ccc(NC(=O)COC(=O)Cc2cccs2)cc1S(=O)(=O)N1CCOCC1	0%	i	10	-1%	6%	-16%	-3%	-6%	-1%
O=S(=O)(CCC1CCCCN1)c1ccccc1 (configuration not stated)	3%	u	14	-22%	6%	-6%	10%	8%	-3%
O=C(COc1ccc2c(c1)CCC2)NCc1cccc(Cl)c1	-5%	i	u	5%	9%	-5%	19%	9%	21%
COc1ccc(CNC(=O)CCS(=O)(=O)Cc2ccc(C)cc2)c(OC)c1	-3%	i	1	-6%	-13%	-1%	-7%	4%	-2%
COc1cc(/C=N/NC(=O)Cc2ccccc2)cc(OC)c1OC	-11%	i	11	x	8%	2%	-2%	3%	4%
O=C(NC(Cc1ccc2c(c1)OCO2)C(=O)NC(Cc1ccccc1)C(=O)O)c1ccccc1 (configuration not stated)	-22%	i	6	-2%	9%	7%	2%	6%	0%
COc1ccccc1NC(=O)CSc1nc2sc(C)c(C)c2c(=O)n1C	-2%	i	48	-7%	10%	-13%	-2%	-22%	11%
Fc1cc(Br)ccc1NC(=S)Nc1cccnc1	3%	i	-9	4%	-2%	1%	1%	-9%	-7%
COc1ccc(C(=O)C2CCN(C(=S)Nc3ccc(F)cc3)CC2)cc1	u	i	-63*	7%[11.3 µM]	1%	-15%	0%	-19%	10%

Continuation.
SMILES	SW480 rereplic	ATXN viability	IL1B secr inh	ATXN2 expr inh	HT1080NT lethal	HepG2 tox	HT1080 IDH1KD tx	KB-3-1 tox	MCF10A rereplic
COc1ccc(/C=N/Nc2nc(C)c([N+](=O)[O-])c(N(C)c3ccccc3)n2)cc1OC	-1%	u	24	-34%	6%	-12%	8%	-1%	-2%
Cc1cccc(C(=O)N/N=C/c2ccc(OC3CSC3)cc2)c1	0%	u	9	1%	u	-1%	-22%	u	0%
NC(=O)C1CCN(c2cc(Cl)nc(N)n2)CC1	-8%	i	u	26%	0%	5%	-3%	7%	-17%
Cc1nn(C)cc1S(=O)(=O)N1CCCCC1C (configuration not stated)	-5%	i	3	-7%	18%	-9%	9%	-1%	-2%
CCOCCCNC(=O)C1CCCN1C(=O)Nc1ccccc1[N+](=O)[O-] (configuration not stated)	1%	i	20	19%	3%	4%	6%	12%	6%
CC1(C)C2CCC13CS(=O)(=O)N[C@@H]3C2 (some centres not stated)	-12%[9.22 µM]	u	-2	-2%	10%	3%	7%	-8%	2%
CCSC1=C(C#N)C(c2ccc3c(c2)OCO3)C2=C(CCCC2=O)N1 (configuration not stated)	0%	u	-6	7%	-7%	-9%	-12%	2%	2%
Cc1ccccc1Nc1nc(-c2ccccc2)c(C(=O)Nc2cccnc2)s1	u	i	u	-2%	-19%	-15%	-29%	-2%	23µM*
Cn1c(=O)n(C)c2cc(N3CCOCC3)c(NC(=O)c3cccc(Cl)c3)cc21	-9%	i	-4	-7%	8%	6%	16%	23%	0%
C[C@H](NC(=O)c1nc[nH]c1C(=O)N[C@@H](CCCCN)C(=O)OC(C)(C)C)C(=O)OC(C)(C)C	2%	i	-3	6%	0%	7%	2%	5%	-2%
CSc1sc(C(=O)O)c(C)c1C(C)=O	-1%	i	16	-4%	14%	8%	17%	9%	-15%
COc1ccccc1CCNC(=O)c1ccc(Br)s1	-3%	i	u	6%	16%	-15%	6%	4%	6%
O=C(O)C1=C[C@H](C2CC2)C[C@H](OCc2ccc(CO)cc2)O1	-15%	i	24	6%	16%	7%	11%	0%	-12%
COc1cccc(C(=O)NNC(=O)c2cccnc2)c1	-14%	i	11	19%	12%	7%	-1%	3%	28%
COc1cc2[nH]c(=S)n(Cc3ccco3)c(=O)c2cc1OC	1%	i	-2	-15%	-27%	-4%	u	-16%	-3%
CC1CCN(CC(O)COc2ccc(-c3ccccc3)cc2)CC1 (configuration not stated)	u	i	-29	u	u	-39%	-10%	0%	u
CCn1c(SCC(=O)Nc2cc(C)on2)nnc1-c1ccco1	-6%	i	18	2%	46%	8%	15%	1%	-7%
CCOc1cc(C(=O)NCC(=O)N/N=C/c2sccc2C)cc(OCC)c1OCC	-15%	i	25	-23%	17%	4%	11%	3%	13%
COc1ccc(-c2cc(C(=O)Nc3cc(C)on3)c3ccccc3n2)c(OC)c1	3%	i	28	4%	1%	-15%	1%	0%	8%
Cc1cc(C)c(NC(=O)CNC(=O)COC(=O)Cc2cccs2)c(C)c1	-10%	i	-7	-1%	-1%	-37%	1%	14%	1%
CCOC(=O)C1CCCN(C(=O)c2cc(S(=O)(=O)N3CCCCC3)ccc2Cl)C1 (configuration not stated)	3%	i	-14	-19%	-13%	-25%	-2%	-18%	u
